# rTrxR1 inhibitor: rat TrxR1 inhibition; O89049; recombinant rTrxR1, NADPH fluorescence consumption, selenite substrate; Potency, µM (top dose mostly 114 µM), for the others: top-dose activity change, negative = inhibition, actives largely listed as inhibitors; 390,000 tested, 1% active; also: % is scaled to controls: 0 for no effect and ±100 for the full control effect; nearly all actives have a fitted effect of over 65% in size
#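 Rat TrxR1 (90 nM in the dispensed reagent) was pre-reduced with 400 uM NADPH for 5 min at room temperature, then incubated with compound for 15 min. After 400 uM selenite was added, NADPH fluorescence (Ex 340/Em 450 nm) was followed for 8 min.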
# Tb PGK inh: inhibitors of T. brucei phosphoglycerate kinase. P07378. Potency, µM (highest dose often 57.5 µM), for the others: top-dose activity change, negative = inhibition, actives largely listed as inhibitors. PGK/GAPDH coupled, Kinase-Glo luminescence, 60 min. 380,000 tested, 0.043% active; also: % is scaled to controls: 0 for no effect and ±100 for the full control effect; nearly all actives have a fitted effect of over 60% in size
# Target sequence (P07378 whole entry, looked up): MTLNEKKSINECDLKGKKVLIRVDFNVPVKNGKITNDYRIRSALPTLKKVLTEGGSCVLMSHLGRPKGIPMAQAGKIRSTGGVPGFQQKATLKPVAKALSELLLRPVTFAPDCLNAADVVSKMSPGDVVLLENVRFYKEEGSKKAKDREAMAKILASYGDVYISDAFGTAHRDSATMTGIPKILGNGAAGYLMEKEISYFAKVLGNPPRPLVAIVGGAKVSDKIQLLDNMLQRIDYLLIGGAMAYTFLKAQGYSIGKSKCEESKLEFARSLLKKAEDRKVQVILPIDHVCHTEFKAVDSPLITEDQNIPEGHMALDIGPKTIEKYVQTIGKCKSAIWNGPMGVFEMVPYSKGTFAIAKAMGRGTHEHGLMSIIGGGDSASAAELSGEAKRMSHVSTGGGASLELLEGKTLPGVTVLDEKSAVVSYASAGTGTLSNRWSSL
#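 Luminescent ATP detection (Kinase-Glo Plus) follows a 60-minute room-temperature incubation, with wells lacking PGK as controls. Buffer: 100 mM TEA (pH 7.6), 5 mM MgCl2, 0.01% Tween-20. Coupling enzyme GAPDH (100 nM final) supplies unstable 1,3-BPG in-well.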
# Pin1 inhibitor: inhibitors of human Pin1; Q13526; Pin1 FP peptide displacement, HiFluor488, 10 min; Potency, µM (doses to about 115 µM), inactives show top-dose activity, negative = inhibition, actives largely listed as inhibitors; 390,000 tested, 0.009% active; active = well fitted inhibition curve with a large enough effect in the polarisation, with a control signal flat, not every such curve was filed as active; inconclusive = small, poorly fitted or top-dose-only effect, or effect the other way, or a change in a side signal; inactive = no such curve, though single readings can be large or run the other way; the % refers to the polarisation; also: % is scaled to controls: 0 for no effect and ±100 for the full control effect
# Target sequence (Q13526 whole entry, looked up): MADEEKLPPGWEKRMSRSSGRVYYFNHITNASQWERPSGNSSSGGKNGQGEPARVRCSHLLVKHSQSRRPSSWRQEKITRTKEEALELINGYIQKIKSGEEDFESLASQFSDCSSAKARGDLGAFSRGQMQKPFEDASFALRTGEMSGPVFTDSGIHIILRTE
# GLS inhibitor: inhibitors of human glutaminase (GLS); Potency, µM (highest dose often 45.5 µM), for inactives: at the top dose activity change, negative = inhibition, most hits filed as inhibitors; 410,000 tested, 0.21% active; GLS enzymatic activity, qHTS titration; AID 624170; O94925; also: % is scaled to controls: 0 for no effect and ±100 for the full control effect
#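 hKGA; 45 mM KH2PO4 pH 8.2 + 0.02% Tween-20; cpd via pin tool; 1 mM Gln soln; GluOx/HRP/Amplex Red; RT 30 min; fluor. t0 & final.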
# JMJD2A Tudor inh: blocks the human JMJD2A Tudor domain. O75164. AlphaScreen JMJD2A-Tudor / H3K4me3 peptide binding. Potency, µM (top dose mostly 114 µM), without a hit: top-dose activity change, negative = inhibition, hits mostly inhibitors. 390,000 tested, 4.4% active. AID 504339; also: % is scaled to controls: 0 for no effect and ±100 for the full control effect; nearly all actives have a fitted effect of over 50% in size
# HP1b chromo inh: inhibitors of HP1-beta chromodomain binding to methylated histone tails; P83916; Potency, µM (highest dose often 114 µM), inactives show at the highest dose activity change, negative = inhibition, usual class: inhibitors; AlphaScreen HP1-beta / biotin-H3K9me3 peptide binding; 390,000 tested, 0.56% active; also: nearly all actives have a fitted effect of over 70% in size; inactives centre near 23
# Target sequence (P83916 whole entry, looked up): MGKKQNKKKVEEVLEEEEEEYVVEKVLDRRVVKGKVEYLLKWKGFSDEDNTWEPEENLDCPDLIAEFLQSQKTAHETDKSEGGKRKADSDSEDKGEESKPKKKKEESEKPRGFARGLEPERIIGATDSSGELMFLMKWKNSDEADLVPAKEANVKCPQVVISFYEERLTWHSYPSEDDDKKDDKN
#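 HP1-beta protein (50 nM final) preincubated 30 min at room temperature with biotinylated H3(1-18)K9me3 peptide (50 nM) in PBS pH 7.4, 0.01% Tween-20, then compound added for 30 min. AlphaScreen streptavidin donor/nickel chelate acceptor beads (10 ug/mL final), 30 min dark, luminescence read.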
# ALOX12 inh: blocks human arachidonate 12S-lipoxygenase | 580,000 tested, 1.1% active | purified 12hLO, xylenol orange hydroperoxide absorbance | P18054 | Potency, µM (doses to about 108 µM), for inactives: at the top dose activity change, negative = inhibition, actives largely listed as inhibitors; also: % is scaled to controls: 0 for no effect and ±100 for the full control effect
#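 Purified human 12hLO (150 nM final) in 25 mM Hepes, 0.01% Triton X-100, pH 7.0 was preincubated 15 min at room temperature with compound. Then 40 uM arachidonic acid was added, 30 min. Hydroperoxide was read by Fe-XO absorbance ratio 573/405 nm.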
# RGS4 inhibitor: inhibitors of human regulator of G protein signaling 4. P49798. Transcreener GDP fluorescence polarization, RGS4-accelerated GTP hydrolysis. Potency, µM (top dose mostly 114 µM), without a hit: at the highest dose activity change, negative = inhibition, actives largely listed as inhibitors. 390,000 tested, 0.039% active; also: % is scaled to controls: 0 for no effect and ±100 for the full control effect; nearly all actives have a fitted effect of over 75% in size; some results filed as inactive show a strong effect at the top dose
# Target sequence (P49798 whole entry, looked up): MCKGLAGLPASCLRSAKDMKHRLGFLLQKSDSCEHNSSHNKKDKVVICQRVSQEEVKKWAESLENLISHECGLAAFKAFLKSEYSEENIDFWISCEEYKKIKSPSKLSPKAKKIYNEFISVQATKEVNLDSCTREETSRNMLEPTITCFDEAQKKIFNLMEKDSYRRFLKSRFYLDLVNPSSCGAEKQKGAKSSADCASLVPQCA
#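 MLSMR compounds (23 nl, pin-transferred) preincubated 10 min at room temperature with a 500nM (2x) first reagent, then RGS4 at 900nM (2x) plus Transcreener GDP mix added; fluorescence polarization (620/688 nm) read before and after 90 min at 30 °C.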
# ERG-DNA inh: blocks human ERG Ets domain binding to DNA | fluorescence polarization, His-ERG Ets domain / labelled DNA | P11308 | Potency, µM (titrated, usually from 76.9 µM), inactives show at the highest dose FP activity, negative = inhibition, actives largely listed as inhibitors | 370,000 tested, 0.028% active; active = well fitted inhibition curve with a large enough effect in the polarisation, with a control signal flat; inconclusive = small, poorly fitted or top-dose-only effect, or effect the other way, or a change in a side signal; inactive = no such curve, though single readings can be large or run the other way; the % refers to the polarisation;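 also: polarization taken with two DNA probes labelled with fluorescein and Texas red; % of control where 0% means no effect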
#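 His-tagged ERG Ets domain (1 uM in the protein solution; 300mM KCl, 50mM Tris-HCl, 1mM EDTA, 1mM DTT, pH 7.5) received compound, then a probe mix of 5 nM fluorescein-DNA and 100nM Texas-615-DNA. Fluorescence polarization was read for both dyes.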
# An asterisk follows results filed as active; i = inactive; ? = inconclusive; / = no result given; & = joins results of further samples; [ ] = another dose, or the depositor's remark. Unless noted, calls follow the shape of the dose curve; as a rule, active = well fitted curve in the direction sought with a large enough effect; inconclusive = small, poorly fitted or top-dose-only effect, or another doubt; inactive = no such curve, though single readings can be large; an effect the other way counts as inactive or inconclusive. Potency is read from the fitted curve at half-maximal effect. A portion of the library (hit frequency here may not be typical).
SMILES,rTrxR1 inhibitor,Tb PGK inh,Pin1 inhibitor,GLS inhibitor,JMJD2A Tudor inh,HP1b chromo inh,ALOX12 inh,RGS4 inhibitor,ERG-DNA inh
CCOC(=O)c1sc2nc(C)nc(NC3CCC(O)CC3)c2c1C (centres undefined),45.5%[activator],-5.7%,-6.7%,-16.3%,-5.6%,16.2%,?,38.6%,-2.2%
Cc1ccccc1OCCn1c(CCNC(=O)C2CCCCC2)nc2ccccc21,20.6%&4.6%,-0.1%,33.3%&3.1%[activator],-8.8%,-26.2%[57.1 µM],21.4%[57 µM],-16.1%,6.9%&-1.0%,-1.7%
C=Cn1cc[n+](CC(=O)C(C)(C)C)c1,18.3%,i,-5.7%,-11.0%,2.1%,14.0%,-2.4%,-1.7%[11.4 µM],-0.4%
CSc1ccccc1C(=O)OCC(=O)N1CCN(C(C)=O)CC1,26.9%,-0.6%,-5.7%,-1.0%,7.7%,44.6%[activator],-31.0%,0.5%,2.4%
COc1cccc(CNC(=O)C23CN(Cc4ccccc4)CC2C(c2ccc([N+](=O)[O-])cc2)=NO3)c1 (centres undefined),-4.9%,i,-0.3%,2.0%,?,13.9%,-1.5%,-36.0%,-0.5%
COc1ccccc1CNS(=O)(=O)c1ccc2c(c1)oc(=O)n2C,12.6%[57.1 µM],3.0%,-9.1%,-1.0%,2.1%,31.4%,2.0%,-20.4%,2.4%
O=C(c1ccc2ccccc2c1)N1CCN(c2ccccn2)CC1,-1.5%[57.1 µM],10.5%,4.8%,1.7%,-19.1%,7.9%,0.0%,9.3%,5.7%
COC(=O)CSc1nnc(-c2cccnc2)n1-c1cccc(OC)c1,17.7%,-4.5%[11.5 µM],4.4%,-0.9%,-10.7%,25.9%,-2.2%,25.2%,/
COc1ccc(Cl)cc1NC(=O)c1ccoc1C,5.4%[57.1 µM],1.7%,0.7%,10.2%,-5.8%,4.5%,76.7%[activator],-24.1%,0.0%
O=C(OCC(=O)N1CCN(c2ccccc2)CC1)c1ccccn1,-8.0%,-2.8%,2.0%,47.7%[activator],-3.0%,26.9%,?,15.3%,-3.4%
COCCN(Cc1nnc(-c2cccs2)o1)C(=O)CN1C(=O)NC2(CCCCC2)C1=O,-31.8%[57.1 µM],-5.0%,-1.5%,-16.2%,-2.1%,26.6%[57 µM],19.0%,24.3%,1.2%
CCc1ccc(NC(=O)N2CCc3ccccc3C2)cc1,5.7%,4.0%,-7.7%,7.2%,-0.8%,33.9%,262.9%[activator],18.8%,1.7%
Cc1ccc2[nH]c(=O)c(CN(Cc3cccnc3)Cc3nnnn3CCN3CCOCC3)cc2c1,11.2µM*,-0.7%,-3.4%,?,?,6.2%,-9.0%,-44.4%[11.4 µM],3.8%
CCOc1ccc(C2/C(=C(/O)c3ccc(S(=O)(=O)N4CCCCC4)cc3)C(=O)C(=O)N2CCCOC)cc1OC (centres undefined),?,i,-19.3%,-2.7%,-4.1%,34.6%,?,-9.2%,5.4%
CCC1=NN2C(=N)/C(=C/c3ccc(OS(=O)(=O)c4ccccc4)cc3)C(=O)N=C2S1,-8.1%,i,?,17.6%,-30.8%,5.0%,/,-45.4%,17.5%
O=C1C=C(c2cccc(Cl)c2)C[C@@H](c2ccc3c(c2)OCO3)C1,9.6%,i,7.1%,2.6%,-16.4%,50.8%[activator],-6.9%,-21.9%,4.6%
COc1ccc(C(=O)COC(=O)c2ccccn2)c(OC)c1,31.6%[57.1 µM],-5.2%,?,-15.9%,-20.0%,10.5%[57 µM],-14.8%,19.9%,3.3%
CC1(C2CC2)NC(=O)N(CC(=O)Nc2cc(S(=O)(=O)N3CCCCC3)ccc2Cl)C1=O (centres undefined),7.5%,-7.6%,-1.9%,5.1%,-21.9%,34.8%,-19.0%,10.0%,-16.7%
CCCN1CCC(=O)N([C@H](CSc2ccc(C)cc2)Cc2ccccc2)CC1,12.5%[57.1 µM],i,-4.1%,5.4%,?,-3.5%,8.5%,8.9%,1.0%
Cc1ccc(N2CC(NC(=O)c3ccco3)CC2=O)cc1 (centres undefined),16.6%[57.1 µM],1.7%,-10.9%,3.5%,?,20.2%,-4.0%,-0.5%,8.9%
CCN(c1ccccc1)S(=O)(=O)c1ccc(Cl)c(C(=O)OCC(=O)c2[nH]c(C)c(C(C)=O)c2C)c1,16.0%,12.8%,15.2%,2.4%,8.3%,38.4%,-19.0%,-8.4%,/
CCCSCCCNC(=O)CN1C(=O)CCn2nc(-c3cn(C)c4ccccc34)cc21,?,-2.2%,-0.4%,5.1%,?,10.4%[57 µM],?,-2.4%,4.4%
CC1(C)CC(=O)C2=C(C1)Nc1ncnn1C2c1ccccn1 (centres undefined),-4.8%,2.2%,-4.7%,15.2%,-5.3%[11.4 µM],34.1%,-20.1%,-5.5%[11.4 µM],-3.1%
O=C(Cc1ccccc1[N+](=O)[O-])NCc1ccc2c(c1)OCO2,-7.8%,i,-6.4%,-8.1%,-6.6%,14.6%,-11.8%,-6.0%,-3.0%
O=C(CSc1cccc2cccc(Cl)c12)NCc1cccs1,17.7%,-2.6%,-0.2%,-7.3%,-2.1%,26.0%,?,6.8%,6.9%
C=CCN(C(=O)Nc1ccc(OC)cc1)c1nnc(-c2ccncc2)s1,-15.3%,-5.5%,3.4%,31.6%[activator],-18.2%,24.0%,2.2%,22.4%[56.9 µM],0.2%
O=C(CCS(=O)(=O)c1ccccc1)N(Cc1cccnc1)c1nc2c(F)cccc2s1,3.98µM*,i,5.6%,0.4%,-11.0%,42.7%[activator],-13.0%,?,-8.6%
CCSc1nnc(NC(=O)[C@H](C)N2C(=O)C3CC=CCC3C2=O)s1 (some centres undefined),30.4%,i,5.0%,0.2%,-14.4%,30.5%,-8.8%,-3.0%,13.4%
O=C(CCc1ccccc1)NCCCNC(=O)CCc1ccccc1,19.6%,-4.0%,4.6%,-3.9%,-4.4%,34.6%,346.5%[activator],1.3%,-23.3%
CCCCC(=O)OCC(=O)c1[nH]c(C)c(C(C)=O)c1C,2.0%,1.0%,0.2%,-0.7%,-12.7%,23.8%,-26.3%,1.0%,-6.9%
COc1ccc(-c2csc(NC(=O)c3cc(=O)c4ccccc4o3)n2)cc1OC,4.7%,-12.2%,2.6%,-1.2%,-15.9%,36.6%,12.5%,4.6%,-0.9%
CCN(Cc1cc2ccccc2[nH]c1=O)C(=O)c1cccc([N+](=O)[O-])c1,21.1%[57.1 µM],-7.9%,-4.1%,1.8%,-15.1%,60.6%[activator],-15.1%,3.6%[56.9 µM],5.9%
CSc1nc(C)nc(N/C=C(\C#N)S(=O)(=O)c2ccccc2Cl)n1,4.4%[57.1 µM],-9.4%,3.6%,-27.2%,5.8%,18.4%,0.0%,-4.0%,9.9%
COC(=O)C1=C(C)N(c2ccc(S(N)(=O)=O)cc2)C(=O)C1,?,-0.9%,6.6%,6.0%,-9.7%,22.4%,-3.1%,-8.1%,0.7%
COC(=O)c1cccc(-n2cnnn2)c1,29.1%[57.1 µM],-4.9%,-2.1%,16.2%,-13.6%,23.3%,-7.2%,23.7%,-2.3%
CCCOc1ccc(-c2c(=O)n(OCC(=O)OCC)c3ccccc3[n+]2[O-])cc1,9.7%,1.1%,4.9%,0.3%,2.7%,52.6%[activator],?,-4.7%,-5.6%
COc1cccc(C2(O)CCN(CC(=O)NCC3CC3)CC2)c1,13.8%[57.1 µM],-0.5%,7.5%,-11.7%,-4.5%,46.1%[activator],0.0%,-13.9%,-1.1%
CCCCOc1ccc(-c2n[nH]c(=S)n2Cc2ccccc2)cc1,8.5%[57.1 µM],-1.2%,-0.1%,-27.5%,-22.4%,1.8%,?,-24.7%,-2.7%
CSCc1c(C(=O)N2CCCc3ccccc32)oc2ccccc12,-11.0%,13.1%,4.1%,13.6%,-27.8%,-0.9%,147.1%[activator],13.4%,13.1%
N#CCCNC(=O)Cn1c(COc2ccc(Cl)cc2)nc2ccccc21,3.3%[57.1 µM],-15.7%,3.5%,-2.3%,-0.3%,22.3%,-7.7%,-9.7%,-1.3%
O=C(OCC(=O)N1CCc2ccccc21)c1cccnc1,-18.3%,-0.2%,-0.1%,0.4%,-10.0%,67.0%[activator],-18.9%,-1.7%,-11.2%
O=C(N/N=C/c1ccco1)c1cc(-c2ccccc2)n[nH]1,-14.6%,-3.5%,-0.3%,-8.7%,2.3%[11.4 µM],28.0%,18.3%,7.2%[11.4 µM],-0.1%
CCCCOc1ccc(CN2CCSCC2)cc1,22.4%[11.4 µM],-1.7%,-13.9%,2.5%,28.2µM*,?,?,37.5%,-1.0%
Cc1ccccc1N(CC(=O)N1CCCCCC1)S(C)(=O)=O,22.7%,i,-5.1%,0.3%,-7.5%,8.6%,?,-11.7%,6.4%
Cc1ccn2c(c1)nc(=O)c1cc(S(=O)(=O)N3CCCCC3)ccc12,-8.1%,3.9%&7.0%,13.2%&7.0%,?,-1.8%&1.8%,15.0%[57 µM],0.7%&-21.3%,-26.8%&20.7%,-0.8%&0.1%
COc1ccc(C(CNC(=O)c2ccc(OCC3CCCO3)cc2)N2CCOCC2)cc1 (centres undefined),-13.9%[57.1 µM],-9.5%,10.1%,-3.4%,-11.5%,22.3%,0.0%,-3.9%,-3.3%

# Bioassay records from PubChem BioAssay.
